Screens: PubChem BioAssay, National Center for Advancing Translational Sciences (NCATS)
FLuc counter: counter-screen for miR-21 project: firefly luciferase inhibitors or activators; P08659; purified FLuc, Km substrates, luminescence inhibition; Potency, µM (highest dose often 57.5 µM), for the others: at the highest dose activity change, negative = inhibition, actives largely listed as inhibitors; 6.9% of 360,000 active; AID 588342;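 note: plate controls were vehicle for no effect and reference inhibitor for full effect; nearly all actives have a fitted effect of over 55% in size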
Target sequence (P08659 whole entry, looked up): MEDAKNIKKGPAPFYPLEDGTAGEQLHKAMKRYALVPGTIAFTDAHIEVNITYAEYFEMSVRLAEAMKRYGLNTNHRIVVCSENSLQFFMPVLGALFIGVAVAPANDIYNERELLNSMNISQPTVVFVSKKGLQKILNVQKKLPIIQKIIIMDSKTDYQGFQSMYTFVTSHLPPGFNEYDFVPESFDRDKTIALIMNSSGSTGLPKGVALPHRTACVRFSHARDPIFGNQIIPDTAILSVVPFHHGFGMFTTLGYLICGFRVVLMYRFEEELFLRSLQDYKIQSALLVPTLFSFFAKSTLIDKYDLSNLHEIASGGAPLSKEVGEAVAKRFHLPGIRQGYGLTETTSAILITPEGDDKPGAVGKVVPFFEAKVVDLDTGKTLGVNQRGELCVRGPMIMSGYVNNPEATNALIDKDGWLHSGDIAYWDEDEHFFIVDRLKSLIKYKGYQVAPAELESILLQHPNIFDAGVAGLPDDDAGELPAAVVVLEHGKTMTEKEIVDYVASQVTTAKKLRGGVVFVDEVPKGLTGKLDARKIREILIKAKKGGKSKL
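Purified P. pyralis luciferase, 10 nM final, with Km-level 10 uM D-luciferin and 10 uM ATP in 50 mM Tris acetate pH 7.5, 10 mM Mg acetate, 0.01% Tween-20, 0.05% BSA; 6-point qHTS titration about 60 µM downward; luminescence read.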
RORg inh: blocks mouse ROR gamma transcriptional activity. P51450. Drosophila S2 Gal4-RORgamma UAS-luciferase reporter, 20 h. Potency, µM (highest dose often 53.6 µM), without a hit: at the top dose activity change, negative = inhibition, usual class: inhibitors. 5.4% of 310,000 active. AID 2551; note: % is set by controls: 0 for no effect and ±100 for the full control effect; nearly all actives have a fitted effect of over 60% in size
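Stable Schneider cell line, Gal4 DNA-binding domain fused to ROR gamma, UAS-luciferase. Cmpd 1 hr RT → CuSO4 700 uM final → 20 hr RT → luciferase reagent 10 min → luminescence.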
MLL CXXC-DNA inh: MLL CXXC-DNA interaction inhibition; Q03164; MLL-CXXC / FITC-HOXA9 DNA fluorescence polarization; 0.037% of 290,000 active; Potency, µM (doses to about 115 µM), for inactives: at the highest dose activity change, negative = inhibition, actives largely listed as inhibitors; active = well fitted inhibition curve with a large enough effect in the polarisation, with a control signal flat, not every such curve was filed as active; inconclusive = small, poorly fitted or top-dose-only effect, or effect the other way, or a change in a side signal; inactive = no such curve, though single readings can be large or run the other way; the % refers to the polarisation
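Purified MLL-CXXC (added from a 7 uM solution) was preincubated 5 min at ambient with pinned compounds in 50 mM Tris-HCl pH 7.5, 50 mM NaCl, 1 mM DTT, 0.05% BSA. Fluorescein-labeled HOX-A9 DNA (50 nM solution) followed, 30 min, then polarization read.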
ELG1 genotoxic: genotoxicity induction in ELG1-luciferase HEK293T cells. HEK293T ELG1-luciferase reporter, luminescence, 16 h. Potency, µM (titrated, usually from 46 µM), for inactives: top-dose activity change, positive = activation, hits mostly activators. 1.3% of 330,000 active. AID 504466; note: % of control where 0% means no effect; nearly all actives have a fitted effect of over 60% in size
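HEK293T cells expressing luciferase-tagged ELG1 were exposed to compound or DMSO vehicle for 16 hr at 37 °C and 5% CO2. Luciferase activity was then measured with ONE-Glo after 30 min at room temperature.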
Rab9 promoter act: Rab9 promoter activation; Huh7 Rab9 promoter-luciferase reporter, luminescence, 24 h; Potency, µM (highest dose often 9.22 µM), without a hit: at the highest dose activation, negative = inhibition, usual class: activators; 2.8% of 320,000 active; AID 485297; note: % of control where 0% means no effect; nearly all actives have a fitted effect of over 60% in size
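Promoter activation is measured as luciferase luminescence in Huh7 cells stably transfected with a Rab9 promoter–luciferase construct, following 24 h compound exposure at 37 °C and 10 min reagent incubation at ambient temperature.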
uPA surface inh: cell surface uPA generation inhibition; cell surface uPA generation assay, qHTS; Potency, µM (doses to about 38.3 µM), without a hit: at the highest dose activity change, negative = inhibition, usual class: inhibitors; 0.31% of 330,000 active; active = well fitted inhibition curve with a large enough effect; inconclusive = small, poorly fitted or top-dose-only effect; inactive = no such curve, though single readings can be large or run the other way; tested in mouse RAW 264.7 cells; note: % is set by controls: 0 for no effect and ±100 for the full control effect; nearly all actives have a fitted effect of over 55% in size
VP16 counter: Gal4-VP16 reporter inhibition counter-screen. Drosophila S2 Gal4-VP16 UAS-luciferase, luminescence, 20 h. Potency, µM (top dose mostly 53.6 µM), without a hit: top-dose activity, negative = inhibition, actives largely listed as inhibitors. 3.5% of 310,000 active;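 note: Gal4-VP16 expression switched on by copper sulfate through the metallothionein promoter; % is set by controls: 0 for no effect and ±100 for the full control effect; nearly all actives have a fitted effect of over 50% in size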
BRCA1 expr up: increases BRCA1 expression. 1.1% of 380,000 active. MCF7-BRCA1-FFLuc reporter, luminescence, 48 h; response scale: scaled: vehicle 0%, 10 µM genistein 100%. Potency, µM (doses to about 46.1 µM), for the others: at the highest dose activation, usual class: activators; note: nearly all actives have a fitted effect of over 80% in size; some results filed as inactive show a strong effect at the top dose
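Using MCF7 cells harboring a BRCA1 firefly luciferase reporter, plated 2 h before compound pinning, the screen measured luminescence after 48 h incubation. Responses were normalized to DMSO and 10 microM genistein, then fitted for concentration-effect.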
MBNL1 CUG block: blocks human MBNL1 binding to CUG repeat RNA. 0.036% of 280,000 active. Potency, µM (top dose mostly 57.5 µM), without a hit: top-dose activity change, negative = inhibition, usual class: inhibitors. TR-FRET MBNL1-His/biotin-(CUG)12 binding, 665/545 ratio. Q9NR56; active = well fitted inhibition curve with a large enough effect in the signal ratio, with a control signal flat, not every such curve was filed as active; inconclusive = small, poorly fitted or top-dose-only effect, or effect the other way, or a change in a side signal; inactive = no such curve, though single readings can be large or run the other way; the % refers to the signal ratio; note: % is set by controls: 0 for no effect and ±100 for the full control effect
Target sequence (Q9NR56 whole entry, looked up): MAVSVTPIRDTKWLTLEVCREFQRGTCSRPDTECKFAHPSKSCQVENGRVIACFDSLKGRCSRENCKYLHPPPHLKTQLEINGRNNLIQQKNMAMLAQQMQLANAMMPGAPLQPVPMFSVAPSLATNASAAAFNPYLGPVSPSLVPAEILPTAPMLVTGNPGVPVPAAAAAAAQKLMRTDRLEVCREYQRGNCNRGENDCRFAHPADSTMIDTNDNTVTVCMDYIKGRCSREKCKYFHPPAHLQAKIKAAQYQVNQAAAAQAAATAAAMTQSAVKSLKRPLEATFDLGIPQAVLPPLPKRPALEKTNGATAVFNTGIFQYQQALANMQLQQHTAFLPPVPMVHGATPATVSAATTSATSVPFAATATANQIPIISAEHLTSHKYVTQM
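Inhibition of protein-RNA binding appears as loss of TR-FRET between terbium anti-His antibody on MBNL1-His and streptavidin-XL665 on biotin-(CUG)12. Activity is normalized to buffer-only and uninhibited-complex controls.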
p53 reactivator: restores transcriptional activity of mutant p53. 0.063% of 320,000 active. H1299 p53-A138V BP100-luciferase reporter, luminescence, 24 h. Potency, µM (titrated, usually from 92.2 µM), for inactives: top-dose activity change, positive = activation, usual class: activators. AID 504706; note: % of control where 0% means no effect; nearly all actives have a fitted effect of over 45% in size
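p53-null H1299 cells stably carrying temperature-sensitive p53-A138V and a BP100-luciferase reporter were pinned with compounds (4-point, 1:5 series) and held 24 hrs at 37 deg C. Luminescence was read 10 min after detection reagent.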
NPC1 prom act: activates the NPC1 promoter. Potency, µM (highest dose often 9.22 µM), for inactives: at the highest dose activation, actives largely listed as activators. AID 485313. Huh7 NPC1 promoter luciferase reporter, 24 h. 2.4% of 320,000 active;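 note: % of control where 0% means no effect; nearly all actives have a fitted effect of over 60% in size; reporter is driven by a mutant NPC1 promoter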
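In 1536-well qHTS, Huh7 cells harboring an NPC1 promoter–luciferase construct received compound for 24 h; activation was quantified by luminescence following luciferase reagent addition.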
The depositor's hits bear a star; [ ] = remark or other dose. Unless noted, calls come from the whole dose curve; as a rule, active = well fitted curve in the direction sought with a large enough effect; inconclusive = small, poorly fitted or top-dose-only effect, or another doubt; inactive = no such curve, though single readings can be large; an effect the other way counts as inactive or inconclusive. Potency is the fitted concentration of half-maximal effect.

CC(NC(=O)c1ccc(CS(=O)(=O)c2cccc(C(F)(F)F)c2)o1)c1ccc2c(c1)OCCO2 (configuration not stated) was read as FLuc counter 5.9%, RORg inh 14.0%, MLL CXXC-DNA inh -1.4%, ELG1 genotoxic 4.4%, Rab9 promoter act 2.3%, uPA surface inh 2.4%, VP16 counter 2.6%, BRCA1 expr up -12.7%, MBNL1 CUG block -2.5%, p53 reactivator -1.4% and NPC1 prom act -1.6%.
Screening O=C(Nc1cccc2cccnc12)c1ccc(Br)o1 returned FLuc counter inconclusive, RORg inh inconclusive, MLL CXXC-DNA inh -3.5%, ELG1 genotoxic inconclusive, Rab9 promoter act 12.1%, VP16 counter 3.6%[0.365 µM], BRCA1 expr up -47.3%, MBNL1 CUG block 9.2%, p53 reactivator 12.4% and NPC1 prom act 10.7%.
For O=C(c1cccc(F)c1)N1CCN(Cc2c[nH]c3ccccc23)CC1 the results were FLuc counter -0.3%, RORg inh 19.3%, MLL CXXC-DNA inh -11.9%, ELG1 genotoxic -0.8%, Rab9 promoter act -0.9%, uPA surface inh -6.0%, VP16 counter -6.8%, BRCA1 expr up -12.1%, MBNL1 CUG block 6.9%, p53 reactivator 4.7% and NPC1 prom act 2.4%.
`CNC(=O)Nc1ccc(Cl)cc1` gave FLuc counter inconclusive, RORg inh 10.7%, MLL CXXC-DNA inh -8.9%, ELG1 genotoxic -0.7%, Rab9 promoter act 4.4%, uPA surface inh 1.7%, VP16 counter -1.2%, BRCA1 expr up 79.8%, MBNL1 CUG block 7.1%, p53 reactivator 5.6% and NPC1 prom act -1.2%.
CCC(C)Nc1c([N+](=O)[O-])cc(C)cc1[N+](=O)[O-] (configuration not stated) was read as FLuc counter 2.0%, RORg inh -13.0%, MLL CXXC-DNA inh -1.1%, ELG1 genotoxic 3.9%, Rab9 promoter act 3.9%, uPA surface inh 5.1%, VP16 counter 8.9%, BRCA1 expr up 0.3%, MBNL1 CUG block inconclusive, p53 reactivator 2.6% and NPC1 prom act 0.5%.
For Cc1onc(C(=O)N2CCOCC2)c1[N+](=O)[O-] the results were FLuc counter -0.5%, RORg inh -16.1%, MLL CXXC-DNA inh -3.3%, ELG1 genotoxic -1.5%, Rab9 promoter act -7.2%, uPA surface inh 8.7%, VP16 counter 0.2%, BRCA1 expr up 26.6%, MBNL1 CUG block 6.2%, p53 reactivator 16.1% and NPC1 prom act -2.6%.
Screening COCCOC(=O)CC1=NC(=O)CS1 returned FLuc counter 4.7%, RORg inh -3.4%, MLL CXXC-DNA inh 2.9%, ELG1 genotoxic 2.9%, Rab9 promoter act 3.2%, uPA surface inh -1.3%, VP16 counter -1.2%, BRCA1 expr up -3.0%, MBNL1 CUG block -10.1%, p53 reactivator 3.9% and NPC1 prom act -0.7%.
Screening Cc1ccccc1-c1cc2nc(-c3ccc([N+](=O)[O-])cc3)cc(=O)n2[nH]1 returned FLuc counter inconclusive, RORg inh -23.5%, MLL CXXC-DNA inh 6.5%, ELG1 genotoxic 0.5%, Rab9 promoter act -1.7%, uPA surface inh 5.9%, VP16 counter -14.0%, BRCA1 expr up -2.2%, MBNL1 CUG block -1.6%, p53 reactivator 0.2% and NPC1 prom act -2.5%.
`O=C(CN(Cc1ccc(Cl)c(Cl)c1)S(=O)(=O)c1ccccc1)N/N=C\c1ccc2c(c1)OCO2` gave FLuc counter -1.2%, RORg inh -2.1%, MLL CXXC-DNA inh 33.6%[activator], ELG1 genotoxic -10.7%, Rab9 promoter act -1.3%, uPA surface inh -3.6%, VP16 counter -0.4%, BRCA1 expr up -63.7%, MBNL1 CUG block 2.2%, p53 reactivator 0.3% and NPC1 prom act 0.6%.
`COc1ccc(NC(=S)Nc2ccccc2C(F)(F)F)cc1` gave FLuc counter -6.5%, RORg inh 11.2µM*, MLL CXXC-DNA inh 14.2%, ELG1 genotoxic -0.1%, Rab9 promoter act 10.0%, uPA surface inh 1.3%, VP16 counter inconclusive, BRCA1 expr up -12.2%, MBNL1 CUG block -3.1%, p53 reactivator -2.9% and NPC1 prom act -2.3%.
Screening COC(=O)C1CCN(C(=O)c2ccccc2Oc2ccccc2)CC1 returned FLuc counter 4.5%, RORg inh 4.3%, MLL CXXC-DNA inh 0.8%, ELG1 genotoxic 1.7%, Rab9 promoter act 7.8%, uPA surface inh -10.2%, VP16 counter 1.5%, BRCA1 expr up 7.4%, MBNL1 CUG block -4.0%, p53 reactivator -2.2% and NPC1 prom act -1.6%.
`CCOC(=O)c1[nH]c(C)c(C(=O)N2CCN(C(=O)OCC)CC2)c1CC` gave FLuc counter 2.8%, RORg inh -32.5%, MLL CXXC-DNA inh 0.7%, ELG1 genotoxic -5.6%, Rab9 promoter act -8.9%, uPA surface inh 0.6%, VP16 counter 16.0%, BRCA1 expr up -15.9%, MBNL1 CUG block -0.1%, p53 reactivator -16.5% and NPC1 prom act -3.3%.
For Cc1ccc(C2C(C#N)=C(N)Oc3cc(N)ccc32)cc1 (configuration not stated) the results were FLuc counter -3.5%, RORg inh 20.8%, MLL CXXC-DNA inh -3.4%, ELG1 genotoxic -0.6%, Rab9 promoter act 5.1%, uPA surface inh -22.7%, VP16 counter -1.3%, BRCA1 expr up -1.3%, MBNL1 CUG block 13.8%, p53 reactivator -2.8% and NPC1 prom act -7.1%.
`CCOc1ccccc1NC(=O)Nc1c(C)n(-c2ccccc2)c(=O)n1C` gave FLuc counter 0.2%, RORg inh 3.3%, MLL CXXC-DNA inh -9.8%, ELG1 genotoxic 2.3%, Rab9 promoter act -3.0%, VP16 counter 0.8%, BRCA1 expr up -0.9%, MBNL1 CUG block 0.3%, p53 reactivator 9.6% and NPC1 prom act 1.2%.
For c1ccc2sc(NC3=NCN(C4CCCCC4)CN3)nc2c1 the results were FLuc counter -5.7%, RORg inh 2.9%, MLL CXXC-DNA inh -15.1%, ELG1 genotoxic 2.8%, Rab9 promoter act 19.7%, VP16 counter -2.7%, BRCA1 expr up -2.7%, MBNL1 CUG block 4.9%, p53 reactivator 11.7% and NPC1 prom act 14.0%.
`CCc1ccc(NC2CC(=O)N(c3ccc(OC)cc3OC)C2=O)cc1` (configuration not stated) gave FLuc counter -2.5%, RORg inh inconclusive, MLL CXXC-DNA inh -2.0%, ELG1 genotoxic 16.0%, Rab9 promoter act 12.5%, uPA surface inh -10.2%, VP16 counter -1.6%, BRCA1 expr up -0.3%, MBNL1 CUG block 8.6%, p53 reactivator 1.2% and NPC1 prom act -1.4%.
`COc1ccc(OCCCC(=O)Nc2ccc(OC)c(S(=O)(=O)N3CCOCC3)c2)cc1` gave FLuc counter -8.4%, ELG1 genotoxic -3.1%, Rab9 promoter act 2.0%, uPA surface inh 3.6%, BRCA1 expr up -25.0%, p53 reactivator -17.2% and NPC1 prom act 1.7%.
For Cc1cccc(NC(=O)CSc2nnc(CNC(=O)c3ccc(S(=O)(=O)N(C)C)cc3)n2-c2ccc(F)cc2)c1 the results were FLuc counter -1.0%, RORg inh 25.2%, MLL CXXC-DNA inh -3.8%, ELG1 genotoxic -0.1%, Rab9 promoter act -0.9%, uPA surface inh -2.0%, VP16 counter -14.3%, BRCA1 expr up -25.0%, MBNL1 CUG block -0.2%, p53 reactivator -12.0% and NPC1 prom act -2.9%.
For O=C(NCc1cccnc1)c1ccc([N+](=O)[O-])cc1 the results were FLuc counter -2.4%, RORg inh -20.3%, MLL CXXC-DNA inh -2.9%, ELG1 genotoxic -0.3%, Rab9 promoter act 16.3%, uPA surface inh 0.2%, VP16 counter -8.7%, BRCA1 expr up -28.2%, MBNL1 CUG block inconclusive, p53 reactivator -1.7% and NPC1 prom act -1.0%.
Screening Fc1ccc(-[n+]2nc(Nc3ccccc3)sc2-c2c3ccccc3cc3ccccc23)cc1 returned FLuc counter -11.2%, RORg inh 10µM*, MLL CXXC-DNA inh inconclusive, ELG1 genotoxic 8.9%, Rab9 promoter act -0.4%, uPA surface inh inconclusive, VP16 counter -18.1%, BRCA1 expr up -78.1%, MBNL1 CUG block inconclusive and NPC1 prom act -6.5%.
Screening COc1ccccc1CNC(=O)[C@@H]1CCCN1S(=O)(=O)c1ccc(Cl)cc1 returned FLuc counter 5.9%, RORg inh -29.2%, MLL CXXC-DNA inh 14.3%, ELG1 genotoxic -2.5%, Rab9 promoter act -0.3%, uPA surface inh 1.9%, VP16 counter 4.9%, BRCA1 expr up -15.3%, MBNL1 CUG block 1.5%, p53 reactivator -1.2% and NPC1 prom act 0.1%.

Not all compounds are listed; rates above refer to the full screens.
